Compound activity from PubChem.
miR-122 sensor = inhibitors of miR-122 in Huh7 cells. Huh7 miR-122 Renilla luciferase sensor, 48 h; neutral wells = 0, positive control = 100. activation (reporter increase), % at 12.5 µM. 340,000 compounds, 0.3% hits. AID 602342;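 active = mean replicate activation score at least 90 and every replicate individually at or above 90; inconclusive = only one of the two criteria met; inactive = neither criterion met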;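 also: higher luciferase means less miR-122 activity so hits act as miR-122 inhibitors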
RAD54 branch = blocks human RAD54 Holliday junction branch migration; FAM/BHQ fluorescence; inhibition, % at 10.4 µM; 360,000 compounds, 0.14% hits;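 active = mean normalized replicate activity at least 40 and at least half of replicates scoring 40 or more; inconclusive = only one of the two criteria met; inactive = mean below 40 and under half of replicates reaching 40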;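 also: 0% = median of neutral control wells and 100% = median of positive control wells; inhibitors cause a drop in the FAM fluorescence signal; in these data hits start at about 50%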
PglD inh = inhibitors of Campylobacter jejuni PglD acetyltransferase; purified PglD enzyme, DTNB colorimetric CoA detection; inhibition, % at 12.5 µM; 360,000 compounds, 0.098% hits; AID 602405; in the data active = inhibition above about 16%, passing the limit was not always enough; inconclusive = no clear call, values can overlap the other calls; also: strong numbers were not always called active
E-sel inducer = E-selectin induction on HUVECs; P16581; HUVEC E-selectin immunofluorescence imaging; normalized: neutral wells 0, TNF-alpha wells 100; 260,000 compounds, 0.37% hits; activation, % at 7.58 µM;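 active = mean E-selectin-positive cell signal at least 10% of the positive control, reached in at least 60% of replicates, without over 20% cell loss; inconclusive = no rule given, readout overlaps actives, possibly toxicity-flagged; inactive = the rest, including those meeting only one limit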;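 also: in these data hits start at about 27%; measured in HUVEC primary endothelial cells; signal is the percent of cells scored E-selectin positive by PE staining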
Target sequence (P16581 whole entry, looked up): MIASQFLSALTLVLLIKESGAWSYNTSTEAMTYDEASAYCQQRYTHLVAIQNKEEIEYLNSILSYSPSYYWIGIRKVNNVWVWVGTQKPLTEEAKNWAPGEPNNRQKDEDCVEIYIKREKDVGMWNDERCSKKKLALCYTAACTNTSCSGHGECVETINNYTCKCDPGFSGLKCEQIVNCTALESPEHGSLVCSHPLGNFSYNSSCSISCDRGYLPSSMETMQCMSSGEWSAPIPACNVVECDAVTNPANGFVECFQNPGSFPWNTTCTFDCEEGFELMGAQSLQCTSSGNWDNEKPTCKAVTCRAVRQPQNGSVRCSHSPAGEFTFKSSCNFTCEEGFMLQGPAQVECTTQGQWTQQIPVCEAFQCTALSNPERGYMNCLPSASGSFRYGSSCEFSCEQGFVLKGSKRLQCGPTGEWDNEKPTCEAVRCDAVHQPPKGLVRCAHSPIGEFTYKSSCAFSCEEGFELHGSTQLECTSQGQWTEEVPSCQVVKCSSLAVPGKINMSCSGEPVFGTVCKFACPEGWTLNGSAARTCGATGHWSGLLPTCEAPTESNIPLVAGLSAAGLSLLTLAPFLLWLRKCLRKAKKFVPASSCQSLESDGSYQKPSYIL
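Test system: HUVEC | Signal: Immunofluorescence imaging | Read-out: Percent E-selectin-positive cells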
RAD52 inh = inhibitors of human RAD52 DNA annealing; 360,000 compounds, 0.46% hits; inhibition, % at 18.7 µM; recombinant RAD52 DNA annealing, FRET fluorescence; AID 651710; P43351;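 active = every replicate showing at least 50% inhibition; inconclusive = mean inhibition at least 50% but not in every replicate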
Target sequence (P43351 whole entry, looked up): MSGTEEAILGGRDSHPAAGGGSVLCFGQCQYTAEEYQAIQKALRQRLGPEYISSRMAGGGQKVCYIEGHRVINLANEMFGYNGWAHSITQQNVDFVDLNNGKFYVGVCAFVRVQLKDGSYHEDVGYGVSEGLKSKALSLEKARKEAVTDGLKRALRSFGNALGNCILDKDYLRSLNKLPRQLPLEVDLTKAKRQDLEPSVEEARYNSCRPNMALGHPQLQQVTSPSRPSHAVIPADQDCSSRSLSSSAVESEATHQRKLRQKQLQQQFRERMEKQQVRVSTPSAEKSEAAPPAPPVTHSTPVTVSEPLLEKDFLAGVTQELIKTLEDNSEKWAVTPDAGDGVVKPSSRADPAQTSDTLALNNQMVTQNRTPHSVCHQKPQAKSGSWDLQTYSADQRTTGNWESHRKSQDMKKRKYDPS
ERAP1 HTS inh = blocks human ERAP1 aminopeptidase activity. Q9NZ08. recombinant ERAP1, Leu-AMC fluorescence, 60 min. inhibition, % at 10.7 µM. 340,000 compounds, 0.15% hits. AID 652197;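 active = mean replicate inhibition of at least 30%, or all replicates individually reaching that 30% level; inactive = mean below 30% and not every replicate reaching it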;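 also: 0% = neutral control wells and 100% = L-leucinethiol positive control wells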
PGC1a acetyl inh = lowers PGC1a acetylation signal in U2OS cells. 350,000 compounds, 0.17% hits. AlphaScreen anti-acetyl-lysine; with virally co-expressed GCN5 acetyltransferase. AID 651687. inhibition, % at 15.6 µM;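 active = every replicate shows inhibition of at least 40%; inconclusive = mean inhibition at least 40% but some replicate below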;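 also: 0% = neutral control wells and 100% = positive control wells; some results beyond the cut were filed as inactive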
Cneo AK release = causes C. neoformans cell lysis; adenylate kinase release luminescence, 4 h; normalised: neutral wells 0, clomiphene wells 100; lysis activity, % at 15 µM; 360,000 compounds, 0.2% hits;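 active = mean lysis activity across replicates of at least 80%, whatever share of replicates individually reach that level; inactive = mean lysis activity below 80%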
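Assay system: Cryptococcus neoformans yeast cells / Dosing: single-point compound dose / Timing: 4 h at 37 °C static, read 1 h later / Measured by: luminescence of released adenylate kinase using an AK detection reagent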
* = called active by the depositor; u = inconclusive; x = not tested or not shown; [ ] = remark or other dose. Compounds were not picked by outcome; any-hit rate near 1.4%.

SMILES	miR-122 sensor	RAD54 branch	PglD inh	E-sel inducer	RAD52 inh	ERAP1 HTS inh	PGC1a acetyl inh	Cneo AK release
Cc1cc(=O)oc2cc(OCC3CC(c4ccccc4)=NO3)ccc12 (stereo not drawn)	10	-4	3	x	-8	-2	-21	-1
C[C@@H]1CCCCO[C@@H](CN(C)S(C)(=O)=O)[C@@H](C)CN([C@@H](C)CO)C(=O)c2cc(NS(=O)(=O)c3ccccc3)ccc2O1	-1[16.7 µM]	-3	3	0.3	-13	-1	-3	1
C=C[C@@H]1c2cc(C)ccc2N(S(=O)(=O)c2ccc(C)cc2)[C@H](c2ccccc2)C1(C#N)C#N	x	0	-8	0.6	-3	-2	x	3
CCN(CC(=O)NC1CCS(=O)(=O)C1)S(=O)(=O)c1ccccc1 (stereo not drawn)	-1	3	2	-1.1	-14	1	-2	3
COc1ccc(S(=O)(=O)N(CC(=O)NCc2ccncc2)c2cc(C)cc(C)c2)cc1OC	x	-3	-3	x	-5	-1	x	-4
COC(=O)C1C2C=CC(C3CC23)C1C(=O)OCC(=O)c1ccc(OC)cc1 (stereo not drawn)	7	-6	1	x	x	x	x	0
C[C@@H]1CN([C@@H](C)CO)C(=O)Cc2cc(NC(=O)CCC(F)(F)F)ccc2O[C@H]1CN(C)Cc1ccc(C(F)(F)F)cc1	-11[16.7 µM]	-7	2	-0.1	-10	0	-5	1
O=C(C[C@@H]1CC[C@@H]2[C@H](COC[C@@H](O)CN2C(=O)c2ccccc2F)O1)N1CCN(c2ccccc2)CC1	0[16.7 µM]	0	3	0.2	-33	-3	3	3
Cc1cc(NS(=O)(=O)c2ccc(NC(=O)c3cccnc3)cc2)nc(C)n1	-2	-6	0	u	-10	0	x	-1
COc1ccccc1-n1cnc2cc(C(=O)NC3CCCC3)ccc21	-1	8	0	x	x	x	11	12
CC(C)C[C@H](NC(=O)[C@@H]1Cc2c([nH]c3ccccc23)C2c3ccccc3C(=O)N21)C(=O)NCC1CCCO1 (stereo partly drawn)	-20	2	-3	x	-39	1	-22	3
CC(C)(C)C(=O)N(Cc1nc2ccccc2c(=O)[nH]1)Cc1cccs1	4	4	-2	x	x	x	0	-3
COc1ccccc1NC(=O)CC(=O)CSc1nnc(-c2ccc(C)cc2)n1-c1ccccc1	-6	0	2	x	x	x	-4	-8
Cc1ccc(-c2noc(CCC(=O)N3CCCC3)n2)cc1	-9	-1	0	x	x	x	-10	28
O=C(NC1CCCC1)c1ccc(CS(=O)(=O)Cc2ccccc2F)o1	8	0	1	x	-7	-2	-32	-5
COc1ccc(NC(=O)C(c2cc3c(cc2[N+](=O)[O-])OCO3)N(C)C)cc1 (stereo not drawn)	-8	0	3	x	-17	6	x	-2
COc1ccc(S(=O)(=O)N(CC(=O)NCc2ccccn2)c2ccc(Cl)cc2)cc1	6	-10	3	0.3	-14	-1	14	19
C[C@@H]1CN([C@@H](C)CO)C(=O)c2cc(NS(C)(=O)=O)ccc2O[C@@H](C)CCCCO[C@H]1CN(C)S(=O)(=O)c1ccc(F)cc1	12[16.7 µM]	1	4	-0.1	-8	3	10	1
COc1ccc(NC(=O)CCCN(C)S(=O)(=O)c2ccc(C)cc2)cc1	-8	2	5	x	x	x	-13	-2
O=C(N/N=C/c1ccc(O)cc1)c1cc(-c2ccccc2)nc2ccccc12	5	3	-6	-0.2	-13	-15	-2	-3
O=C(NNC(=O)C1CCC1)c1cccc(Cl)c1	x	-1	0	x	-2	4	x	1
C[C@@H]1CCCCO[C@H](CN(C)C(=O)Nc2ccc3c(c2)OCO3)[C@@H](C)CN([C@H](C)CO)C(=O)c2cc(NS(=O)(=O)c3cccs3)ccc2O1	1[16.7 µM]	4	-1	0.3	2	1	6	1
O=C(Nc1ccc2c(c1)OCO2)Nc1ccccn1	6	8	-4	x	-13	-2	-7	-2
CCOC(=O)c1c(C)n(C)c2ccc(O)c(CN3CCCCC3)c12	16	16	0	x	x	x	-14	-1
O=S(=O)(c1ccc(Cl)cc1)n1cccn1	1	x	x	0.0	0	0	8	x
Additional results follow:
SMILES	miR-122 sensor	RAD54 branch	PglD inh	E-sel inducer	RAD52 inh	ERAP1 HTS inh	PGC1a acetyl inh	Cneo AK release
CNC(=O)CC1C(=O)N(C)C(=S)N1NC(=O)c1ccccc1 (stereo not drawn)	-8	-9	6	0.0	2	2	16	-5
O=C(CCc1ccccc1)Nc1ccc(NS(=O)(=O)c2ccccc2)cc1	12	4	-7	x	-2	3	11	-2
C[C@@H]1CN([C@H](C)CO)C(=O)c2cc(C3=CCCCC3)cnc2O[C@H]1CN(C)S(=O)(=O)c1cn(C)cn1	-4[16.7 µM]	0	1	-0.2	-1	-2	-11	-4
COc1ccc(NC(=O)N(C)C[C@@H]2Oc3ccc(NC(=O)Nc4c(C)noc4C)cc3CC(=O)N([C@H](C)CO)C[C@@H]2C)cc1	4[16.7 µM]	-5	4	0.1	7	-4	5	0
CC(C)(C)c1ccc(-c2nnc(SCC(=O)O)n2N)cc1	-5	-5	-5	x	x	x	x	-3
CC(Sc1nc(N)cc(N)n1)C(=O)NCC1CCCO1 (stereo not drawn)	x	-7	3	-0.8	-11	3	-2	2
CCCNC(=O)C1(C)CCCN(Cc2ccc(Cl)cc2)C1 (stereo not drawn)	-3	-17	6	x	-12	-1	9	1
CC(C)Oc1ccc(C(CC(=O)O)NC(=O)CSc2ncn[nH]2)cc1 (stereo not drawn)	-7	-7	-4	x	x	x	4	-4
C[C@H](CO)N1C[C@H](C)[C@H](CN(C)S(=O)(=O)c2ccc(F)cc2)Oc2c(NS(=O)(=O)c3ccccc3)cccc2C1=O	18[16.7 µM]	-7	-1	-0.4	x	x	-6	-3
CCOc1ccc(S(=O)(=O)Nc2ccn(C)n2)cc1	-6	-7	-6	x	-8	1	11	1
Cc1nn(Cc2noc(C(=O)NCC3CCCO3)n2)c(C)c1Br (stereo not drawn)	-2	-9	-3	0.0	-3	-2	26	1
CCN1CCN(c2cc(C)c3cc(NC(=O)c4ccc5c(c4)OCO5)ccc3n2)CC1	-11	46	5	-0.2	50	6	-24	-3
CCNC(=O)C1(C)CCCN(C(=O)c2cc(C)n(C(C)(C)C)n2)C1 (stereo not drawn)	7	1	2	-0.6	2	-1	x	0
O=C(CCc1ccccc1)NNC(=O)c1ccco1	2	-1	1	x	x	x	-4	-1
O=C(Nc1ccc2c(c1)OCO2)N[C@@H]1CC[C@H](CCNC(=O)C2CCC2)O[C@@H]1CO	5[16.7 µM]	6	-3	-0.8	8	-2	-7	-7
CCCCCOC(=O)NCCOC(=O)Nc1ccc(C(=O)OCC)cc1	2	-2	-3	x	x	x	3	0
CC1=C(C(=O)OC(C)C)C(C)NC(=O)N1 (stereo not drawn)	-14	-3	2	x	x	x	-2	0
CCOCc1nnc(NC(=O)c2ccco2)s1	1	-8	0	x	x	x	4	-2
Cc1ccc(N2CC(C(=O)OCc3ccccc3F)CC2=O)cc1 (stereo not drawn)	0	-1	7	x	x	x	10	2
COc1cc(C(=O)NC(=S)Nc2ccc(Cl)cn2)cc(OC)c1OC	-4	-3	2	x	-10	1	-11	-4
CC(C)n1cc(CN2CCCC(C(=O)Nc3cccc(-c4cc5ccccc5[nH]4)c3)C2)cn1 (stereo not drawn)	-8	7	-3	x	2	-3	-41	0
CN1CCN(C(=O)C[C@H]2CC[C@H]3[C@@H](COC[C@H](O)CN3CC3CC3)O2)CC1	2[16.7 µM]	-5	0	0.1	-11	0	1	-2
CCC(CO)Oc1cc(NCc2cc(C)cc(C)c2)c2ncn(C(C)C)c2c1 (stereo not drawn)	4	-15	1	0.0	-53	-3	11	0
CO[C@H](CN(C)S(=O)(=O)c1cccc(Cl)c1)[C@@H](C)CN([C@@H](C)CO)S(=O)(=O)c1cccc(Cl)c1	x	0	9	0.0	3	1	-15	-13
C[C@H]1CN([C@@H](C)CO)C(=O)Cc2cc(NC(=O)C3CC3)ccc2O[C@H]1CN(C)Cc1ccc(C(=O)Nc2ccccc2N)cc1	52[16.7 µM]	1	0	1.8	6	-1	-7	8

Pulled one by one from the list above:
SMILES	miR-122 sensor	RAD54 branch	PglD inh	E-sel inducer	RAD52 inh	ERAP1 HTS inh	PGC1a acetyl inh	Cneo AK release
CC(C)Oc1ccc(C(CC(=O)O)NC(=O)CSc2ncn[nH]2)cc1 (stereo not drawn)	-7	-7	-4	x	x	x	4	-4
CCOCc1nnc(NC(=O)c2ccco2)s1	1	-8	0	x	x	x	4	-2
CC(Sc1nc(N)cc(N)n1)C(=O)NCC1CCCO1 (stereo not drawn)	x	-7	3	-0.8	-11	3	-2	2
CCC(CO)Oc1cc(NCc2cc(C)cc(C)c2)c2ncn(C(C)C)c2c1 (stereo not drawn)	4	-15	1	0.0	-53	-3	11	0

The list goes on:
SMILES	miR-122 sensor	RAD54 branch	PglD inh	E-sel inducer	RAD52 inh	ERAP1 HTS inh	PGC1a acetyl inh	Cneo AK release
C=C1CC[C@@]23CC[C@]4(C)[C@@](OC2=O)([C@@H]3C1)[C@H]1O[C@H]1C1[C@@]2(C)CC[C@H](O)C(C)(C)C2CC[C@]14C (stereo partly drawn)	-2	-3	7	x	x	x	-7	-1
COc1ccc(CCNC(=O)Nc2nc(C(N)COCc3ccccc3)cs2)cc1OC (stereo not drawn)	x	8	2	-0.7	-20	0	-6	-2
C[C@@H]1CN([C@@H](C)CO)C(=O)c2cc(NS(=O)(=O)c3ccc(F)cc3)ccc2O[C@H]1CN(C)S(=O)(=O)c1cccs1	-5[16.7 µM]	-2	0	1.5	-8	-3	-5	-2
COc1ccc(-c2cc(C(F)(F)F)nc(N3CCCCCC3)n2)cc1	0	8	3	x	x	x	7	1
CC(C)(C)c1ccc(CN(Cc2ccccc2)C(c2ccccn2)c2nnnn2C(C)(C)C)cc1 (stereo not drawn)	2	-2	-2	x	x	x	-5	-1
Cc1ccc(C2(C)NC(=O)N(CCOc3ccccc3)C2=O)cc1 (stereo not drawn)	x	10	-3	x	-5	1	x	7
CCN(CC)C(=O)c1cn(CC)c(=O)c2cc(OC)c(OC)cc12	0	4	7	x	x	x	1	2
O=C(COC(=O)C1CC2C=CC1C2)Nc1ccccc1 (stereo not drawn)	-3	-8	-2	x	x	x	x	5

Entries of single compounds as entered above:
`CCC(CO)Oc1cc(NCc2cc(C)cc(C)c2)c2ncn(C(C)C)c2c1` (stereo not drawn) as listed: miR-122 sensor = 4; RAD54 branch = -15; PglD inh = 1; E-sel inducer = 0.0; RAD52 inh = -53; ERAP1 HTS inh = -3; PGC1a acetyl inh = 11; Cneo AK release = 0
`COc1ccccc1NC(=O)CC(=O)CSc1nnc(-c2ccc(C)cc2)n1-c1ccccc1` as listed: miR-122 sensor = -6; RAD54 branch = 0; PglD inh = 2; E-sel inducer = x; RAD52 inh = x; ERAP1 HTS inh = x; PGC1a acetyl inh = -4; Cneo AK release = -8
